CaV13 FRET inh – Primary screen for inhibitors of IQ motif and Ca2+-dependent inactivation inhibitor domain binding in CACNA1D, Förster resonance energy transfer in living cells, …; HEK cells, CFP/YFP FRET ICDI-IQ, plate reader, 10 min; percent FRET-ratio fall versus neutral wells; inhibition, % at 12.3 µM; actives 0.098% (n = 340,000); AID 743397;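 active = mean replicate inhibition of at least 30% and at least 1% of replicates passing that level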;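 note: 0% = median of the neutral control wells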
An asterisk follows results filed as active; & = joins results of further samples. These rows are one share of the data; count on the stated rates, not on these rows.

structure | CaV13 FRET inh
C[C@H](CO)N1C[C@H](C)[C@@H](CN(C)C(=O)CCC(F)(F)F)OCc2cn(nn2)CCCC1=O | -4
O=C(/C=C(\Nc1ccc(Br)c(F)c1)c1ccccc1)c1ccccc1 | -6
COC(=O)C1=C(C)N(C)C(=NCc2ccc(C(F)(F)F)cc2)NC1c1ccc(Cl)cc1 (centres undefined) | -11
CCOC(=O)C1=C(C(=O)OCC)C2N(Cc3ccc(Br)cc3)c3ccccc3[C@@]23C[C@@H](C(=O)OC)N(S(=O)(=O)c2ccc(F)cc2)C3=N1 (some centres undefined) | -10
CCOC(=O)N1CCN(C(=O)C[C@H]2C[C@@]3(C(=O)OC)C(=C[C@H](COCc4ccccc4)O[C@@H]3C)N(CCC3=CCCCC3)C2=O)CC1 | -5
CCOC(=O)c1c2ccc(OCC(=O)N/N=C/c3ccc(Cl)cc3)cc2n2ccccc12 | -15
C[C@@H]1ON(C)[C@H]2C[C@H]3c4[nH]c5c(-c6ccccc6F)cccc5c4CCN3C(=O)[C@@H]12 | -4
CCCc1c(-c2ccccc2OC)ncn1CCc1ccccc1OC | -4
COC(=O)[C@]12C[C@H](CC(=O)NCC34CC5CC(CC(C5)C3)C4)C(=O)N(Cc3ccc4c(c3)OCO4)C1=C[C@H](C(C)(C)C)O[C@@H]2C | -12
CC(C)OC(=O)N(C)C[C@H]1OCc2cn(nn2)CCCC(=O)N([C@@H](C)CO)C[C@@H]1C | -5
COc1cccc(C2NC(=S)N(Cc3ccc(Br)cc3)C(C)=C2C(C)=O)c1 (centres undefined) | -3
CC(C)C[C@H]1COc2cccc(F)c2S(=O)(=O)N1 | -10&-5
COc1ccc(NC(=O)Nc2ccc3c(c2)C(=O)N([C@H](C)CO)C[C@H](C)[C@H](CN(C)C)OCCCC[C@@H](C)O3)cc1 | -5
COC(=O)C1=C(C)N(Cc2ccccc2C(F)(F)F)C(=NCc2ccc3c(c2)OCO3)NC1c1ccccc1 (centres undefined) | -3
O=S1(=O)N[C@H](Cc2ccccc2)COc2cccc(F)c21 | -5
O=C(O)c1ccccc1/C=N/Nc1ccc(S(=O)(=O)Nc2ccc(Cl)cc2)cc1[N+](=O)[O-] | -3
COC(=O)C1=C(C)N(Cc2ccccc2C(F)(F)F)C(=NCc2ccc(OC)cc2)NC1c1cccc(F)c1 (centres undefined) | -3
CCOC(=O)N1CCN(c2ncnc3c2cnn3-c2ccc(Cl)cc2)CC1 | -7
Cc1ccc(S(=O)(=O)N2CCCc3nc(-c4ccccc4)ccc32)cc1 | -10
CSc1n[nH]c(-c2cccs2)n1 | -4
Brc1ccc2nc(-c3ccc(CN4CCC5(CC4)CNc4ccccc45)cc3)c(-c3ccccc3)nc2c1 | -7
Cc1ccc(S(=O)(=O)N2CCCc3nc(-c4ccc(F)cc4)ccc32)cc1 | -12
COC(=O)c1cc2c(c3c4ccccc4n(S(=O)(=O)c4cccc(C)c4)c13)C(=O)N(C)C2 | -10
COC(=O)Cc1c([C@H](C)[C@@H](OC)c2ccccc2Br)nnn1Cc1ccccc1 | -4
COc1cc2c(cc1OC)[C@](C)(c1ccccc1)C[C@@H]2NCC=C(C)C | -9
CCCCCCCCN1C(=O)[C@@H](CC(=O)NCc2cccs2)C[C@@]2(C(=O)OC)C1=C[C@H](C(C)(C)C)O[C@@H]2C | -10
Cc1cc(C)c(S(=O)(=O)N2C[C@H]3CON(C)[C@H]3C[C@H]2c2ccc(-n3ccnc3)cc2)c(C)c1 | -4
COc1cccc(C2NC(=S)N(Cc3ccccc3)C(C)=C2C(C)=O)c1 (centres undefined) | -3
CCS(=O)(=O)N(C)C[C@@H]1OCc2ccccc2-c2c(n(C)c3ccccc23)C(=O)N([C@H](C)CO)C[C@@H]1C | -6
COCc1cc(N2CCN(C(=O)OC(C)(C)C)C[C@@H]2C)ccc1N1C[C@@H](C)O[C@@H](C)C1 | -9
CCCCCCCCN1C(=O)[C@@H](CC(=O)NCc2cccs2)C[C@@]2(C(=O)OC)C1=C[C@H](C1CCCC1)O[C@@H]2C | -8
COC(=O)C1=C(C)N(C)C(=NCc2cc(OC)c(OC)c(OC)c2)NC1c1cccc(C(F)(F)F)c1 (centres undefined) | -4
F[B-](F)(F)c1cncnc1 | -6
C[C@H](CO)N1C[C@H](C)[C@@H](CN(C)C(=O)Nc2ccc(C(C)(C)C)cc2)OCc2cn(nn2)CCCC1=O | -5
Brc1ccc(CN2CCCc3nc(-c4ccccc4)ccc32)cc1 | -11
Cc1cc(O)cc(=O)n1-c1cc(Cl)cc(Cl)c1 | -3
C=CCCC1CN(Cc2ccc(OC)cc2)S(=O)(=O)c2c(Oc3ccc(C(C)C)cc3)cccc2O1 (centres undefined) | -5&-7
COC(=O)[C@@]1(Cc2ccc(OC)cc2)[C@H]2c3cc(C(=O)N4CCCC4)n(Cc4ccc(C)o4)c3C[C@H]2CN1C(=O)c1ccccc1 | -5
C[C@H](O)[C@@H]1C(=O)N2CCc3c([nH]c4cccc(-c5ccccc5)c34)[C@@H]2C[C@@H]1N(C)C(=O)C1CCCCC1 | -5
COC(=O)[C@]12C[C@H](CC(=O)NCCCCc3ccccc3)C(=O)N(Cc3ccc4c(c3)OCO4)C1=C[C@H](COCc1ccccc1)O[C@@H]2C | -12
Cc1cc(N2CCN(CC(C)(C)O)C[C@H]2C)ccc1N1CCN(CC(C)(C)O)[C@H](C)C1 | -8
O=C(C(=O)N1CCN(S(=O)(=O)c2ccc(OC(F)(F)F)cc2)CC1)c1cccc(C(F)(F)F)c1 | -7
COc1ccc(O[C@H]2C=C[C@@H](c3ccccc3)O[C@@H]2CO/N=C(\C)CCN2CCCCc3nc(C)c(C)cc32)cc1 | -6
O=C(C(=O)N1CCN(C(=O)C2CCCC2)CC1)c1cccc(C(F)(F)F)c1 | -12
C=CCN=C1NC(c2ccccc2C(F)(F)F)C(C(=O)OC)=C(C)N1Cc1ccc(C(F)(F)F)cc1 (centres undefined) | -2
Nc1[nH]c(C(=O)c2ccccc2)c(-c2ccc3ccccc3c2)c1C(=O)NC1CC1 | -16
CC[C@H](NC(=O)[C@H](Cc1ccccc1)NC(=O)[C@H]1O[C@@H](n2cnc3c(=O)[nH]c(N)nc32)[C@H](O)[C@@H]1O)c1ccccc1 | -8
CSc1ccc(Oc2cccc3c2S(=O)(=O)N(C2CC2)C[C@@H](COCc2ccccc2)O3)cc1C | -8
Cc1ccc2nc(CN(C)C(=O)[C@@H](Cc3ccccc3)NC(=O)[C@H]3O[C@@H](n4cnc(C(N)=O)n4)[C@H](O)[C@@H]3O)[nH]c2c1 | -5
C[C@H](c1ccccc1)N1C[C@@H](COCc2ccccc2)Oc2cccc(N3CCCCC3)c2S1(=O)=O | -5

Remaining list, next part:
structure | CaV13 FRET inh
COc1ccc(Cc2c(-c3ccccc3)nc3ccc(C)cn23)c(C)c1 | -10
CCNC(=O)OC[C@H]1O[C@H](C#Cc2ccc(C(C)(C)C)cc2)C=C[C@H]1O | -4
CCOC(=O)C1=CCN(S(=O)(=O)c2ccc(Cl)cc2)C1c1cccc(F)c1 (centres undefined) | -3
Cn1cc(CCOCc2ccc(Br)cc2)c2ccccc21 | -8
O=C(N[C@@H](Cc1cccnc1)C(=O)N1CCC[C@H]1C(=O)NCCc1ccccc1Cl)c1ccccc1 | -3
CC(=O)O[C@H]1CC[C@]2(C)C3CC[C@]4(C)[C@@H]([C@H](C)/C=C/[C@H](C)C(C)C)CC[C@H]4[C@@]34C=C[C@]2(C1)N(C(=O)c1ccccc1)O4 (some centres undefined) | -7
CCOC(=O)N(C)C[C@H]1OCc2cn(nn2)CCCC(=O)N([C@@H](C)CO)C[C@@H]1C | -5
C=C(C)CSc1nc2sc3c(c2c(=O)n1-c1ccc(OC)cc1)CCN(C)C3 | -19
COC(=O)C1=C(C)N(Cc2cccc(C(F)(F)F)c2)C(=NCc2ccc(OC)cc2)NC1c1cccc(F)c1 (centres undefined) | -5
COC(=O)C1=C(C)N(Cc2ccc(Cl)cc2)C(=S)NC1c1ccc(OC)cc1 (centres undefined) | -2
O=S1(=O)N[C@@H](Cc2ccccc2)COc2cccc(N3CCCC3)c21 | -3
C#CCNC[C@@H]1CSCCS(=O)(=O)N1 | -5
CCCCC1O[C@@H](C)[C@@H]2CN3CCc4c([nH]c5ccccc45)[C@@H]3C[C@@H]2N1C (some centres undefined) | -5
C[C@@H]1COc2cc(N3CCOCC3)ccc2S(=O)(=O)N1 | -7
NCCN1CCN2C(=O)CN(C(=O)c3ccccc3)CC12 (centres undefined) | -4
CC(C)CNc1cccc2c1S(=O)(=O)N(Cc1cccc(F)c1)[C@@H](C)[C@H](c1ccccc1)O2 | -4
O=C(NCc1ccccc1)[C@H]1CCCN1C(=O)[C@H]1CCCN1C(=O)C1CCCCC1 | -12
C[C@@H]1ON(C)[C@H]2C[C@H]3c4cc(-c5ccc6c(c5)OCO6)ccc4CCN3C[C@@H]12 | -4
O=C(Nc1ccccc1)N1c2ccccc2SC1c1ccco1 (centres undefined) | -11
CN(C)C(=O)N1CCN(C(=O)[C@@H](Cc2ccccc2)NC(=O)[C@H]2O[C@@H](n3ccc(N)nc3=O)[C@H](O)[C@@H]2O)CC1 | -3
O=C(Cc1cccs1)Nc1nnc(Cc2ccc(F)cc2)s1 | -7
CCCN(C(=O)c1cn(CCC)c2ccccc12)c1ccc(Oc2cccnc2)cc1 | -10
CCCCCCCCN1C(=O)[C@@H](CC(=O)N2CCN(C(=O)OCC)CC2)C[C@@]2(C(=O)OC)C1=C[C@H](C1CCCC1)O[C@@H]2C | -9
C=CCN=C1NC(c2cccc(F)c2)C(C(=O)OC)=C(C)N1Cc1cccc(C(F)(F)F)c1 (centres undefined) | -4
O=C(Cc1cn(Cc2ccccc2)c2ccccc12)Nc1ccc(Oc2cccnc2)cc1 | -12
NC(=O)c1ncn([C@@H]2O[C@H](C(=O)N[C@H](Cc3ccccc3)C(=O)O)[C@@H](O)[C@H]2O)n1 | -5
COCc1cc(N2CCN(C(=O)OC(C)(C)C)C[C@@H]2C)ccc1N1CCN(Cc2ccccc2)[C@H](C)C1 | -9
Cc1[nH]c2ccccc2c1CCCO | -5
CC(C)C[C@H](NC(=O)N1CCOCC1)C(=O)N1CCC[C@H]1C(=O)NCc1ccccc1 | -9
CCCCCN(C(=O)Cc1c(C)n(CCCCC)c2ccccc12)c1ccc(Oc2cccnc2)c(C)c1 | -9
O=C(N[C@@H](Cc1cccnc1)C(=O)N1CCC[C@H]1C(=O)NCCc1ccccc1Cl)c1ccc(Cl)cc1Cl | -9
CCCCc1c(-c2ccccc2OC)ncn1Cc1ccc([N+](=O)[O-])cc1 | -8
CN1CCCCC(NC(=O)COCc2ccccc2)C1=O (centres undefined) | -1
CC(C)C[C@@H]1COc2cccc(N3CCCC3)c2S(=O)(=O)N1 | -7
O=C(Cc1c[nH]c2ccccc12)Nc1ccc(Nc2cccnc2)c(-c2ccc(F)c(F)c2)c1 | -11
C=CCN1C(=O)c2n[nH]c(C)c2C1c1ccc(C)cc1 (centres undefined) | -5
c1coc(-c2nnc(-c3ccc4c(c3)OCO4)o2)c1 | -8
Cc1ccc(C(=O)N2CCC[C@@H]2C(=O)N2CCC[C@H]2C(=O)NCc2ccccc2)cc1 | -12
O=S1(=O)c2c(cccc2N2CCCC2)O[C@H](COCc2ccccc2)CN1C1CC1 | -8
O=C(N[C@H](C(=O)N1CCC[C@H]1C(=O)NCCc1ccccc1Cl)C1CCCCC1)C1CC1 | -8
O=S1(=O)CCSC[C@@H](CN2CCN(c3ccccc3)CC2)N1 | -3
F[B-](F)(F)COCc1ccccc1C#Cc1ccccc1 | -6
C=CCCC1CN(Cc2ccc(OC)cc2)S(=O)(=O)c2c(Oc3cc(C)c(C)c(C)c3)cccc2O1 (centres undefined) | -9
COc1cc(C(=O)N2CCC(N3CCN(C)CC3)CC2)ccc1Nc1ncc2c(n1)N(C)c1ccccc1C(=O)N2C | -9
CCCN1C(=O)c2[nH]nc(-c3ccccc3)c2C1c1ccc(Br)cc1 (centres undefined) | -4
C#CCNc1cccc2c1S(=O)(=O)N[C@H](C)CO2 | -5

Bioassay records (PubChem)
